TGFb inhibitor – TGF-b pathway inhibition; HepG2 CAGA-GFP TGF-b/SMAD3 reporter, GFP fluorescence, 18 h; TGF-beta stimulated, 500 pg/mL final; Potency, µM (highest dose often 46.1 µM), for inactives: top-dose activity, negative = inhibition, hits mostly inhibitors; hit rate 1.2% among 410,000; also: % is scaled to controls: 0 for no effect and ±100 for the full control effect; nearly all actives have a fitted effect of over 65% in size
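Per well, imaged GFP fluorescence of HEPG2 CAGA-GFP cells gives the signal; cells get compound, then TGF-beta (500 pg/mL final), 18 h at 37 degrees C; %Activity versus -TGF-beta and +DMSO controls.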
Nrf2 activator – Nrf2 pathway activation. hit rate 0.31% among 410,000. AREc32 ARE-luciferase reporter (MCF7-derived line), luminescence, 24 h. Potency, µM (series often up to 46.1 µM), inactives show at the highest dose activation, hits mostly activators; also: % of control where 0% means no effect; nearly all actives have a fitted effect of over 65% in size
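Quantitative high-throughput format: AREc32 reporter cells, 1000 per well, received compound by pin transfer and were incubated 24 hr at 37 deg C, 5% CO2, before Steady-Glo luminescence detection.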
Nrf2 block – blocks Nrf2 signaling. A549 ARE-Fluc reporter, luciferase luminescence, 18-24 h. Potency, µM (highest dose often 46 µM), for inactives: at the top dose activity change, negative = inhibition, most hits filed as inhibitors. hit rate 2.1% among 360,000. AID 504444; also: % is scaled to controls: 0 for no effect and ±100 for the full control effect; nearly all actives have a fitted effect of over 60% in size
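Reporter: ARE-Fluc in A549. Exposure: 18-24 h, 37 °C, 5% CO2, 5% FBS OPTI-MEM. Readouts: fluorescent cytotoxicity (CellTiter-Fluor), then luminescent Nrf2 signal after BugLite.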
MCF10A rereplic – induces DNA re-replication in MCF 10a normal breast cells; hit rate 2.9% among 350,000; MCF 10A DNA re-replication, Hoechst nuclear intensity, 48 h; Potency, µM (doses to about 46.1 µM), for inactives: top-dose activity, positive = re-replication, most hits filed as activators; also: % of control where 0% means no effect; nearly all actives have a fitted effect of over 50% in size
ATXN2 expr inh – reduces ATXN2 reporter expression in HEK-293 cells; Potency, µM (doses to about 57 µM), for the others: at the highest dose activity change, negative = inhibition, most hits filed as inhibitors; HEK-293 ATXN2-luciferase reporter, luminescence, 24 h; AID 1745845; hit rate 0.72% among 360,000; also: % is scaled to controls: 0 for no effect and ±100 for the full control effect; nearly all actives have a fitted effect of over 55% in size
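qHTS (up to 57 uM final) was run with 24 h compound exposure of reporter cells at 37 °C. Each well was multiplexed: SteadyGlo luminescence measured ATXN2-luciferase expression after a fluorogenic Gly-Phe-AFC viability readout (25 uM final).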
A549 viability – counter-screen for Nrf2 inhibitors: cytotoxicity in A549 cells. A549 ARE-Fluc cells, CellTiter-Fluor viability, 18-24 h. Potency, µM (doses to about 46 µM), without a hit: top-dose activity change, negative = cytotoxicity, usual class: inhibitors. hit rate 0.16% among 390,000; also: % is scaled to controls: 0 for no effect and ±100 for the full control effect
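Cytotoxicity counterscreen: CellTiter-Fluor fluorescence was measured in A549 ARE_Fluc cells after 18-24 h of compound exposure in a concentration series. The subsequent BugLite luminescent read reports ARE-luciferase activity.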
ATXN viability – reduces viability in counter-screen for ATXN expression inhibitors. S2 cells (HEK-293 line with an ATXN2-luciferase reporter) viability, CellTiter-Fluor protease fluorescence, 24 h. Potency, µM (highest dose often 56.7 µM), most hits filed as cytotoxic. hit rate 0.49% among 400,000. AID 651635; also: nearly all actives have a fitted effect of over 40% in size
EPAC2 antagonist – EPAC2 (human) antagonism; Q8WZA2; EPAC2 GEF exchange of Rap1B-BODIPY-GDP, fluorescence; Potency, µM (top dose mostly 114 µM), for the others: top-dose activity, negative = inhibition, usual class: inhibitors; hit rate 0.18% among 360,000; also: % is scaled to controls: 0 for no effect and ±100 for the full control effect; nearly all actives have a fitted effect of over 45% in size; many of its hits are not listed in these tables
Target sequence (Q8WZA2 whole entry, looked up): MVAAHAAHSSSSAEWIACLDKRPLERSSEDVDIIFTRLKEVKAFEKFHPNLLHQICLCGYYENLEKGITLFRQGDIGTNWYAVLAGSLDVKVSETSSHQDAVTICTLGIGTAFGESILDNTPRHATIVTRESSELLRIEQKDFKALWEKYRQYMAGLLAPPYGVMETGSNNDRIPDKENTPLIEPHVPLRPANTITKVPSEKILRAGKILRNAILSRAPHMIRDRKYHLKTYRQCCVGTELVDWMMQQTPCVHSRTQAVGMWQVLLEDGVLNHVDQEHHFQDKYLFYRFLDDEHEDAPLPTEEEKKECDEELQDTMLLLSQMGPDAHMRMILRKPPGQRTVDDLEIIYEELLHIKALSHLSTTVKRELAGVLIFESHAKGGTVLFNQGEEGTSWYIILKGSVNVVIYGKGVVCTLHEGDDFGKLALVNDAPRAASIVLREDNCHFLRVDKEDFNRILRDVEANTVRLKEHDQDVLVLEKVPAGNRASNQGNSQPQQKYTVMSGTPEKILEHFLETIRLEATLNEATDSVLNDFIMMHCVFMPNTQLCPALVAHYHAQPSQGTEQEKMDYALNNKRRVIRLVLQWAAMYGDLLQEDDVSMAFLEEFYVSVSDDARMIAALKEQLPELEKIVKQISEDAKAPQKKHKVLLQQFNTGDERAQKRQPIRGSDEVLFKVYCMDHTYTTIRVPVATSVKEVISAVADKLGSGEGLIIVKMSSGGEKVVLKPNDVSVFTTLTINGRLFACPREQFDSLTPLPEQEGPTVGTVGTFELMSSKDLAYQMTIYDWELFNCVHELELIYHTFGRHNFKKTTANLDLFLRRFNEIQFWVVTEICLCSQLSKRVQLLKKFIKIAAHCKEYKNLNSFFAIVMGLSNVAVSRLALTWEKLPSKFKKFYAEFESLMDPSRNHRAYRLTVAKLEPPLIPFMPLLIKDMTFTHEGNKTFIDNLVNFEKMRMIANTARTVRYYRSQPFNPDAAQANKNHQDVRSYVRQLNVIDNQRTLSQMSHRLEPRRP
HepG2 viability – HepG2 cytotoxicity, counter-screen for TGF-b inhibitors. Potency, µM (doses to about 46.1 µM), without a hit: top-dose activity change, negative = cytotoxicity, usual class: cytotoxic. AID 588856. hit rate 0.76% among 410,000. HepG2 CAGA-GFP viability, ATP luminescence, 18 h; also: some results filed as inactive show a strong effect at the top dose
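HepG2 CAGA-GFP cells (1000/well, DMEM with 1% FBS) received compound, then TGF-beta at 500 pg/mL final, and were incubated 18 hours at 37 degrees C. Viability was read by CellTiter-Glo luminescence. Media-only wells were set as complete cell-killing and DMSO as no toxicity.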
Numbers without * were called inactive; i = inactive; ? = inconclusive; . = not tested or not shown; & = joins results of further samples; [ ] = another dose, or the depositor's remark. Calls follow the shape of the dose curve; as a rule, active = well fitted curve in the direction sought with a large enough effect; inconclusive = small, poorly fitted or top-dose-only effect, or another doubt; inactive = no such curve, though single readings can be large; an effect the other way counts as inactive or inconclusive. Potency is read from the fitted curve at half-maximal effect.

SMILES	TGFb inhibitor	Nrf2 activator	Nrf2 block	MCF10A rereplic	ATXN2 expr inh	A549 viability	ATXN viability	EPAC2 antagonist	HepG2 viability
CN(CC(=O)NCCc1ccc(S(N)(=O)=O)cc1)CC(=O)Nc1ccccc1Cl	-5%	0.0%	9%	-5%	-6%	0%	i	32%	3%
COc1cc(CNCc2cccs2)cc(Br)c1OC	14%	9.6%	1%	3%	0%	7%	i	4%	-3%
CC1CCCC(C)N1NC(=O)c1ccc(Cl)c(S(N)(=O)=O)c1 (configuration not stated)	0%	-0.8%	-8%	2%	1%	-9%	i	1%	4%
CCN(CC)c1ccc(NC(=O)c2cc(Cl)ccc2OC)cc1	3%	22%	.	?	17%	-4%	i	6%	-9%
CSc1sc(C)cc1C=O	-7%	0.1%	-20%	-1%	3%[11.3 µM]	-4%	i	4%	4%
Cc1cccc(NC(=S)Nc2ccc(Br)cc2)c1	-56%	5.9%	-23%	?	4%	-4%	i	-26%	-25%
COc1ccccc1/C=C/C=NC1C(=O)N(c2ccccc2)[N+](C)=C1C (configuration not stated)	-4%	7.6%	-12%	2%	8%	1%	i	2%	-47%
CC(C)Oc1ccc(/C(O)=C2/C(=O)C(=O)N(CCN(C)C)C2c2ccco2)cc1 (configuration not stated)	20%	3.4%	.	1%	11%	-3%	i	9%	4%
Cn1c(N)c(S(=O)(=O)N2CCN(C(=O)c3ccco3)CC2)c(=O)n(C)c1=O	17%	-0.5%	5%	-2%	-16%	0%	i	1%	5%
Cc1noc(NS(=O)(=O)c2ccc(NC(=O)CCC3CCCCC3)cc2)c1C	-6%	-0.8%	-4%	-1%	18%	-2%	i	8%	-18%
CC(CNS(=O)(=O)c1ccccc1)(c1ccccc1)N1CCOCC1 (configuration not stated)	-4%	-0.1%	3%	-2%	.	1%	i	-6%	4%
Cc1cc(N2CCOCC2)nc(-c2ccccc2O)n1	33%[activator]	0.5%	-10%	-3%	4%	-1%	i	-7%	-18%
CCOC(=O)c1ccccc1NC(=O)Cc1ccc(OC)c(S(=O)(=O)N2CCOCC2)c1	-2%	-0.1%	18µM*	5%	-10%	-25%	i	-19%	-19%
N#Cc1ccc(C(=O)Nc2cc3nn(-c4ccccc4)nc3cc2Cl)c(F)c1	11%	2.1%	?	.	9%	5%	i	.	-31%
CCn1c(SCC(=O)c2cc(C)n(C)c2C)nnc1-c1ccccc1	-19%	-0.1%	.	3%	0%	-1%	i	9%	-8%

Results in EPAC2 antagonist and Nrf2 block, for 2 of the compounds above:
compound | EPAC2 antagonist | Nrf2 block
CN(CC(=O)NCCc1ccc(S(N)(=O)=O)cc1)CC(=O)Nc1ccccc1Cl | 32% | 9%
COc1cc(CNCc2cccs2)cc(Br)c1OC | 4% | 1%

(next part)
SMILES	TGFb inhibitor	Nrf2 activator	Nrf2 block	MCF10A rereplic	ATXN2 expr inh	A549 viability	ATXN viability	EPAC2 antagonist	HepG2 viability
c1ccc(CN2CCC(Nc3nc(-c4cccs4)nc4ccccc34)CC2)cc1	?	-2.3%	5%	?	.	-7%	.	-7%	-117%
CCOC(=O)N1CCN(C(=O)CS(=O)(=O)c2cn(Cc3cccc(F)c3)c3ccccc23)CC1	10%	-0.8%	-2%	1%	-6%	1%	i	-2%	3%
O=C(c1ccc(COc2ccccc2)o1)N1CCN(S(=O)(=O)c2ccccc2Cl)CC1	16%	-0.3%	-19%	5%	.	0%	i	-1%	21%
CC(C)C12CN(C(=O)c3ccccc3[N+](=O)[O-])CC(C(C)C)(CN(C(=O)c3ccccc3[N+](=O)[O-])C1)C2=O	-7%	0.4%	-1%	0%	-19%	-12%	i	-2%	4%
Cn1ncc2c1ncn1nc(CCc3ccccc3)nc21	4%	-0.2%	?	27%	3%	-1%	i	6%	4%
Cc1ccc(-n2nc3c(=O)n(CC(=O)NCc4ccco4)nc(C)c3c2C)cc1	?	-0.3%	12%	.	.	0%	.	.	-2%
COc1cccc(CNC(=O)CCNS(=O)(=O)c2ccc(Br)s2)c1	-3%	0.0%	-5%	-2%	-6%	0%	i	4%	-2%
O=C(C1CC1)N1CCN(c2ccc([N+](=O)[O-])cc2)CC1	9%	4.2%	-11%	0%	.	?	i	18%	2%
O=C(O)c1ccccc1C(=O)Nc1ccc(-c2csc(-c3ccccc3)n2)cc1	-10%	5.7%	?	6%	46%[activator]	20%	i	-12%	-1%
CC1(Cc2ccc3c(c2)OCO3)C(=O)Nc2c(Cl)ccc(Cl)c21 (configuration not stated)	-4%	0.5%	.	.	-21%	.	i	-9%	-27%
O=C1CC(Nc2ccc(N3CCOCC3)cc2)C(=O)N1c1cccc(C(F)(F)F)c1 (configuration not stated)	-12%	0.3%	-17%	8%	-11%	?	i	-7%	-29%
COC(=O)c1[nH]c2ccc(F)cc2c1NC(=O)Nc1ccc(OC)cc1	23%	2.3%	.	-3%	17%	11%	i	15%	5%
CCC(CC)NC(=O)Nc1ccccc1C	1%	-0.1%	5%	-5%	-17%	1%	i	2%	9%
CC(=O)Oc1ccc(Cl)cc1CN(C(C)=O)C1CCCCC1	0%	3.3%	1%	?	-20%	4%	i	-30%	-12%
O=C(CCS(=O)(=O)Cc1ccccc1)NC1CCCCC1	-5%	-0.9%	.	-28%	9%	0%	i	7%	-1%

4 entries out of the list above, arranged by the number in TGFb inhibitor, largest number first.
smiles	TGFb inhibitor
CCOC(=O)N1CCN(C(=O)CS(=O)(=O)c2cn(Cc3cccc(F)c3)c3ccccc23)CC1	10%
CCC(CC)NC(=O)Nc1ccccc1C	1%
CC(=O)Oc1ccc(Cl)cc1CN(C(C)=O)C1CCCCC1	0%
O=C(CCS(=O)(=O)Cc1ccccc1)NC1CCCCC1	-5%

(continued)
SMILES	TGFb inhibitor	Nrf2 activator	Nrf2 block	MCF10A rereplic	ATXN2 expr inh	A549 viability	ATXN viability	EPAC2 antagonist	HepG2 viability
O=C(C(c1ccccc1)c1ccccc1)N1CCN(CC(O)COc2ccccc2)CC1 (configuration not stated)	-27%	3.4%	-8%	-1%	-24%	-17%	i	-7%	-27%
CCCCC(=O)NS(=O)(=O)c1ccc(NS(C)(=O)=O)cc1	24%	-0.1%	3%	-9%	-17%	2%	i	-1%	31%
COc1ccc(C(OC(=O)c2ccco2)C(=O)NCC2CCCO2)cc1 (configuration not stated)	-7%	0.3%	-9%	-1%	-19%	-8%	?	2%	2%
COC(=O)c1nn(-c2ccccc2)c(Cl)c1/C=N/OC(=O)c1ccc(Cl)c(Cl)c1	4%	0.5%	21%	-5%	0%	-6%	i	3%	-3%
CCOc1ccc(S(=O)(=O)NCCC(=O)NNC(=O)c2ccc(F)cc2)cc1	-10%	2.0%	.	.	.	.	i	7%	-4%
COc1ccc(C2c3sc(=O)[nH]c3SC3C4CCC(C4)C23)cc1 (configuration not stated)	-21%	0.0%	7%	15%	-11%	-3%	i	2%	-24%
O=C(O)c1ccc(-c2nc(-c3ccc(Cl)cc3Cl)cs2)cc1	-4%	2.7%	?	10%	44%[activator]	-1%	i	?	-10%
Cc1noc(C)c1S(=O)(=O)NCc1ccc(CN(C)C)cc1	10%	-0.2%	4%	3%	4%	-2%	i	5%	9%
COc1cc(CN(C)CC2CCCN(CCc3cccc(C(F)(F)F)c3)C2)ccc1O (configuration not stated)	-10%	18%	1%	21%	-18%	-4%	i	1%	-35%
CC(=O)c1c(C(C)=O)c(C)n(-c2nc(-c3ccc(C)c(C)c3)c(C)s2)c1C	6%	0.1%	13µM*	8%	-26%	-3%	i	3%	-10%
O=C(Nc1cccc(NC(=O)c2cc([N+](=O)[O-])ccc2Cl)n1)c1cc([N+](=O)[O-])ccc1Cl	?	?	?	6.5µM*	.	-4%	.	1%	-53%
Cc1cc2c(c(=O)n1CCN(C)C)C(c1ccncc1)C(C#N)=C(N)O2 (configuration not stated)	11%	-0.2%	3%	-14%	-10%	0%	i	-3%	-20%
Cc1ccc(NC(=O)CN(c2ccc(C)cc2)S(=O)(=O)c2cccc3nonc23)cc1	4%&-27%	2.4%&-0.1%	-10%&-5%	4%&-12%	2%&2%	-5%&1%	?	0%	-35%&-24%
CCOc1ccc(NC(=O)Cn2c(=O)n(Cc3ccco3)c(=O)c3ccc(C(=O)NC4CCCC4)cc32)cc1	14%	-0.1%	-2%	.	6%	5%	i	.	0%
COc1ccccc1-n1c(SCC(=O)NC2CCCCC2)nc2c(c1=O)SCC2	1%	0.0%	-17%	7%	0%	-7%	i	-8%	-2%
CCn1c(-c2cccs2)nc2ccccc21	-10%	9.3%	3%	5%	2%	0%	i	-8%	29%
S=C(/N=c1/sccn1Cc1ccccc1)NC1CC1	-13%	0.0%	-20%	5%	-16%	0%	i	-19%	1%
O=[N+]([O-])c1cc(Br)ccc1C[n+]1ccccc1	0%	-0.8%	-17%	?	-25%	0%	i	2%	-3%
CC(NC(=O)CCCCCNC(=O)N1CCn2c1nc1ccccc12)c1ccccc1 (configuration not stated)	-1%	1.9%	0%	2%	-13%	0%	i	-7%	-19%
Cc1cc(Br)ccc1NC(=O)CNC(=O)CSc1nccn1C	?	-0.9%	0%	-2%	0%	-3%	?	1%	5%
Cc1ccc(S(=O)(=O)Nc2ccc3cn[nH]c3c2)cc1	14%	-0.7%	6%	2%	.	0%	i	-9%	-40%
CCN(C(=O)CSc1nnc(C2CC2)n1-c1ccccc1)C1CCS(=O)(=O)C1 (configuration not stated)	14%	0.5%	-2%	6%	.	0%	.	22%	-9%
Cn1cc(S(=O)(=O)c2ccc(Cl)cc2)c(=O)c2cc(F)c(N3CCOCC3)cc21	?	-0.8%	-29%	.	.	-2%	.	.	-4%
CC1=NN2C(=N)/C(=C\c3cc(C)n(-c4ccccc4)c3C)C(=O)N=C2S1	0%	0.1%[9.22 µM]	1%	-12%	6%	-8%	i	0%	9%
COCCNC(=O)C(NC(=O)C1CCCCC1)C12CC3CC(CC(C3)C1)C2 (configuration not stated)	-1%	0.0%	11%	0%	.	9%	i	-19%	2%
CCOC(=O)c1cnc2nc(NCc3ccc(OCc4ccccc4)cc3)[nH]n2c1=O	-19%	-0.5%	-8%	15%	-5%	-9%	i	5%	1%
COC(=O)c1ccc2nc(-c3ccc(C#N)cc3)c(Cc3cccc(Cl)c3)n2c1	.	21%	.	.	14%	.	?	9%	.

Screening data: PubChem, National Center for Advancing Translational Sciences (NCATS)

An excerpt; the hit share may differ from the screen's.
